# TRAIL sens C8: caspase-8 TRAIL sensitization; NB7+C8 cells + TRAIL, ATPlite viability luminescence; inhibition (viability loss, TRAIL sensitization), % at 10 µM; hit rate 1% among 360,000; AID 624354;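 active means compounds causing at least 50% loss of cell viability in the single-dose screen, relative to plate controls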
# Shn3 inh set2: reduces Shn3 3'UTR luciferase signal in osteoblasts; hit rate 0.52% among 360,000; AID 588674; inhibition, % at 12.5 µM; Clone20 osteoblast Shn3 3'UTR firefly luciferase, 24 h;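 active means mean inhibition of at least 75% with every replicate also reaching 75%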;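 further: 0% = median of neutral control wells and 100% = pilot-screen positive control compound; some compounds past the cut are filed as inactive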
# TROY signal inh: TROY signaling inhibition; hit rate 0.98% among 360,000; AID 1347056; inhibition, % at 10 µM; Q293 LMP1-TROYcd NF-kB luciferase reporter, 4 h;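 active means compounds whose plate-normalised and pattern-corrected inhibition of the luciferase reporter signal at the single screening dose is 50% or more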
# SRC1 inh: inhibitors of human steroid receptor coactivator 1 (SRC1). Q15788. inhibition, % at 3.6 µM. hit rate 0.12% among 360,000. HEK293 GAL4-SRC1 luciferase reporter, luminescence;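 active means inhibition above the campaign mean plus 3 SD, with each screening campaign given its own cutoff, cut at about 60% in these data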;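 further: 0% = DMSO treated cells and 100% = gossypol at 36 µM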
# Target sequence (Q15788 whole entry, looked up, the tested form may be a part): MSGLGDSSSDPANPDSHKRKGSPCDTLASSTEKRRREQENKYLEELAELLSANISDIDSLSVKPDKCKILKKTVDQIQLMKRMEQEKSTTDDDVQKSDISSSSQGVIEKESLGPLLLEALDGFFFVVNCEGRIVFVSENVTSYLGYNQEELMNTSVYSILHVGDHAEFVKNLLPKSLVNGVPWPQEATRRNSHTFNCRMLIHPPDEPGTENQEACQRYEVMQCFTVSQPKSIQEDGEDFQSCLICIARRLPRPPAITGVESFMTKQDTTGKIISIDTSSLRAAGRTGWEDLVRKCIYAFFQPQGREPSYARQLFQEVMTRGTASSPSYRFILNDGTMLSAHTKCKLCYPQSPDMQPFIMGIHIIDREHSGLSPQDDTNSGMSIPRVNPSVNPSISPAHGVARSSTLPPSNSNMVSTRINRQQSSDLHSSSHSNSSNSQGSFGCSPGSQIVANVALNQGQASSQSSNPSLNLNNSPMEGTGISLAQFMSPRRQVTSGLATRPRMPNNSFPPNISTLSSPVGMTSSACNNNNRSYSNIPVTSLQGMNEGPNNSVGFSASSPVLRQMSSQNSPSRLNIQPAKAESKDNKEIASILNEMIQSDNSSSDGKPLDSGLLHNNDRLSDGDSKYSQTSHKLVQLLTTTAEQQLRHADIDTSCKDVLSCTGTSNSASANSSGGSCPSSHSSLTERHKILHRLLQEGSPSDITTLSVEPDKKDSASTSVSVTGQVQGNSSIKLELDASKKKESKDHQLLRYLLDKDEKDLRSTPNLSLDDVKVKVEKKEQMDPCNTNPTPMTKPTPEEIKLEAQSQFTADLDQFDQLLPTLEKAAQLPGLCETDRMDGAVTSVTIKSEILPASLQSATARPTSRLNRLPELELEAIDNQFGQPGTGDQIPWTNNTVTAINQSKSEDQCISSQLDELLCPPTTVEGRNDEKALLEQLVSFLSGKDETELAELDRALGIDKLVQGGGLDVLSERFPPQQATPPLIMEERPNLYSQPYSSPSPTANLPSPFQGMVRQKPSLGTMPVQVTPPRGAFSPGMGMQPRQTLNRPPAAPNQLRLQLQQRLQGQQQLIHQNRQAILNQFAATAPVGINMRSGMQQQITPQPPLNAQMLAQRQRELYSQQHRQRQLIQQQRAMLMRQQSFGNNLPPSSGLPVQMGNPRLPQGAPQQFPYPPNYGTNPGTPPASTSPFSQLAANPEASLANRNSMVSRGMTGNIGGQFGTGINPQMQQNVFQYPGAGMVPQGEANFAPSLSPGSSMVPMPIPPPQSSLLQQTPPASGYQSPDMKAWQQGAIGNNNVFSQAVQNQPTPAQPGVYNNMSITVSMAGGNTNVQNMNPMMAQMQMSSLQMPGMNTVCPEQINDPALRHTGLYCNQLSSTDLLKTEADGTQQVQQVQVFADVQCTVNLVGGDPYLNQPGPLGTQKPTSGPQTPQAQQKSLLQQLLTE
# TWEAK-Fn14 inh: blocks TWEAK-Fn14 interaction in a reporter cell assay | TWEAK-stimulated Fn14 reporter cells, luciferase luminescence, 8 h | inhibition, % at 10 µM | hit rate 2% among 360,000 | AID 1159606; in the data active means inhibition above about 50%
# LRH-1 inv ag: NR5A2 inverse agonism in reporter assay | HEK293T StAR-luciferase reporter, LRH-1 transfected, 24 h | hit rate 0.13% among 360,000 | inhibition, % at 3.6 µM;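 active means inhibition above the mean inhibition of all tested compounds plus 3 SD, cut at about 73% in these data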;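 further: 0% = DMSO wells and 100% = reporter-only cells lacking LRH-1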
# NR2F2 inh: NR2F2 (human) inhibition, primary screen; P24468; HEK293T NGFI-A luciferase reporter, luminescence; inhibition, % at 8.6 µM; hit rate 0.7% among 370,000;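 active means inhibition above a per-plate cutoff, mean inhibition of test wells between control levels plus 3 SD, cut at about 38% in these data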;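 further: cells cotransfected with COUP-TFII expression vector driving the NGFI-A reporter; 0% = median of COUP-TF2 test wells and 100% = reporter-only cells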
# NCOA3 inh: human NCOA3 inhibition; HEK293 GAL4-SRC3 luciferase reporter, luminescence; Q9Y6Q9; AID 588352; inhibition, % at 3.6 µM; hit rate 0.17% among 360,000;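 active means inhibition above a per-campaign cutoff, the mean of all compounds plus 3 SD, cut at about 60% in these data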;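 further: 0% = DMSO-treated cells and 100% = gossypol-treated cells at 36 µM; higher means less SRC3-driven luciferase light from the GAL4 reporter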
# KKLEB cytotox: counter-screen for CF NF-kB inhibitors: cytotoxicity; KKLEB CF airway cells viability, ATPlite luminescence, overnight; stronger effect = lower value; cells stimulated with P. aeruginosa culture filtrate; activity change (cytotoxicity), % at 5 µM; hit rate 0.36% among 360,000;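 active means corrected activity change at or below -50% at 5 µM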
# CF NFkB block: cystic fibrosis NF-kB activation inhibition. KKLEB NF-kB-GFP reporter, PAF-induced, GFP fluorescence overnight. inhibition, % at 5 µM. hit rate 0.86% among 360,000;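 active means at least 50% inhibition at 5 µM, scaled per plate between neutral and stimulator controls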;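 further: PAF is a Pseudomonas aeruginosa culture filtrate used as stimulus; plate controls were PAF-stimulated DMSO wells for no effect and unstimulated DMSO wells for full effect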
# LMP1 NFkB inh: Epstein-Barr LMP1 NF-kappaB reporter inhibition; LMP1-induced NF-kappaB luciferase reporter cells, luminescence; inhibition, % at 12.5 µM; hit rate 0.69% among 350,000; in the data active means inhibition above about 41%;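 further: 0% = neutral control wells and 100% = reference inhibitor control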
# * = called active by the depositor; x = not tested or not shown. This is a subset (hit frequency here may not be typical).
structure,TRAIL sens C8,Shn3 inh set2,TROY signal inh,SRC1 inh,TWEAK-Fn14 inh,LRH-1 inv ag,NR2F2 inh,NCOA3 inh,KKLEB cytotox,CF NFkB block,LMP1 NFkB inh
N/C(Cc1ccc(Cl)c(Cl)c1)=N\OC(=O)c1cccs1,64*,-29,-51,2,-143,-15,-5,7,-14,8,2
O=C(NC1CCCCC1)c1c2c(nc3ccccc13)CCC2,-8,-20,-25,6,3,9,10,1,2,10,-8
CCCCC(CCC(=O)O)(C(=O)OCC)c1csc(Nc2ccccc2)n1 (stereo not drawn),-1,-22,9,-5,-5,-11,x,16,0,-4,3
Cc1csc(SC(C)C(=O)Nc2ccc(F)cc2Cl)n1 (stereo not drawn),6,15,-9,-6,-14,14,7,-5,2,10,-1
C=CCn1c(=S)[nH]c2ccccc2c1=O,15,17,-12,-12,-17,6,25,-9,-3,-2,-6
CCN(CC(O)COCc1ccc(Cl)cc1)C1CCCCC1 (stereo not drawn),-3,10,11,-5,11,14,-21,10,1,-10,1
O=C(NNC(=O)C1C2CCC(C2)C1C(=O)O)c1ccc(Cl)cc1 (stereo not drawn),4,-10,-38,-26,4,1,-23,-3,-1,10,-9
CCCN(CCC)S(=O)(=O)c1ccc(C(=O)Nc2ccc(OCC(=O)N3CCOCC3)cc2)cc1,4,2,7,6,-11,11,32,8,-13,7,-6
Cc1ccc(C2CCN(C(=S)Nc3cccc(Cl)c3)C2)cc1 (stereo not drawn),-13,x,-43,-9,-17,0,3,13,0,8,-8
COc1ccc(OCCOc2ccc(C)nc2[N+](=O)[O-])cc1,1,-67,-63,-57,-1,-69,-13,-31,-3,1,-17
O=C(O)C1CCCCC1C(=O)Nc1ccc2c(c1)CCC2 (stereo not drawn),-16,-5,22,-6,-11,15,-24,-1,9,-13,-22
COC(=O)c1cc(COC(=O)CNC(=O)c2cccc(C)c2)oc1C,0,-15,-13,4,-6,-7,-3,12,-5,-12,1
CN(c1ccc(OCC(=O)OCC(=O)Nc2ccc([N+](=O)[O-])cc2)cc1)S(=O)(=O)c1cccs1,6,0,24,-1,-20,18,5,4,8,2,0
Nc1nnnn1/N=C/c1cccc(Br)c1,3,11,-32,-31,2,4,1,-1,1,4,0
O=C(CNC(=O)c1ccco1)OCc1ccc(Cl)cc1,9,-5,-7,2,14,-15,0,16,4,-4,1
CNc1c([N+](=O)[O-])cnn1-c1ccc(F)cc1,0,10,-1,10,9,6,-3,11,7,-4,3
O=C(CCc1nc2ccccc2c(=O)[nH]1)N1CCN(S(=O)(=O)c2ccccc2Br)CC1,-23,-2,-2,19,4,-7,29,-1,-12,25,-5
CC(C)(C)N(Cc1ccccc1)C(=O)COC(=O)c1cccc([N+](=O)[O-])c1,-14,4,8,3,-16,0,14,14,2,23,-1
COc1ccccc1NC(=O)CCCC(=O)OC(C)C(=O)c1ccccc1 (stereo not drawn),21,-2,14,-5,23,-6,8,-26,1,14,-3
COc1cc(C(=O)O)nc2ccc([N+](=O)[O-])cc12,1,-5,-5,7,-10,17,9,9,21,-6,0

# Look-ups from above.
# Under SRC1 inh, CNc1c([N+](=O)[O-])cnn1-c1ccc(F)cc1 shows 10
# Under TRAIL sens C8, C=CCn1c(=S)[nH]c2ccccc2c1=O shows 15

# The list goes on.
structure,TRAIL sens C8,Shn3 inh set2,TROY signal inh,SRC1 inh,TWEAK-Fn14 inh,LRH-1 inv ag,NR2F2 inh,NCOA3 inh,KKLEB cytotox,CF NFkB block,LMP1 NFkB inh
Cc1ccc(NC(=O)C2CCCN2S(=O)(=O)c2ccc(-c3ccc(=O)[nH]n3)s2)c(C)c1 (stereo not drawn),-12,4,2,-3,-31,12,15,3,-7,13,9
CCC(C(=O)N1CCOCC1)n1c(C(=O)OC)cc2occc21 (stereo not drawn),-4,-12,2,-15,5,1,4,-9,0,18,2
Cc1ccc(S(=O)(=O)NCCN2CCNC2=O)cc1,6,0,14,-1,-6,1,-7,8,-4,-14,2
ClC1(Cl)CC1CSc1ncn[nH]1 (stereo not drawn),-14,-5,-11,-8,-1,7,-2,3,4,10,-4
CC(C)Cn1c(SCC(=O)N2CCN(S(=O)(=O)c3ccccc3)CC2)nc2ccccc21,-19,20,12,3,37,17,9,16,7,4,1
CN(Cc1ccc(F)cc1)C(=O)c1cccc(S(=O)(=O)N2CCN(c3ccccc3)CC2)c1,8,64,26,27,17,18,24,-5,-23,29,9
COCCN(C(=O)CSc1cc(C)c2ccccc2n1)c1c(N)n(CC(C)C)c(=O)[nH]c1=O,-14,-3,-9,-16,-11,8,6,5,14,-5,-1
CC(C)OCCCNS(=O)(=O)c1ccc2c(c1)oc(=O)n2C,3,-6,2,-10,15,1,2,-8,-2,-5,-17
CC(C(=O)NCC1CCCCC1)N(C)Cc1ccc(Br)cc1 (stereo not drawn),-5,1,-32,13,8,2,3,-5,-3,3,-5
CC(=O)Nc1ccc(SCCCC(=O)c2ccccc2)cc1,10,-7,-34,-70,19,-17,-20,-29,2,-14,-19
CCCc1cc(C(=O)OC)c(NC(=O)CCC(=O)O)s1,-2,7,-1,-7,10,22,13,8,6,12,-3
COc1ccc(NC(=O)N2CCC(n3cnc4ccccc43)CC2)cc1,-6,-1,-11,-3,-43,8,-4,4,-7,16,-18
CCC1(C)NC(=O)N(/N=C/c2ccc(C)s2)C1=O (stereo not drawn),-8,-41,-20,-17,-7,2,-17,-45,4,4,-15
CC(=O)n1cc(C2CC(=O)OC3=C2CC(=O)C(C)(C)C3)c2ccccc21 (stereo not drawn),4,-18,-1,-8,3,7,10,-3,15,-24,1
Brc1ccccc1-c1csnn1,-4,13,-6,5,-4,-3,-21,6,3,-9,2
CCN(CC(=O)NCCc1ccc(S(N)(=O)=O)cc1)Cc1nc2ccccc2c(=O)[nH]1,-16,-13,0,3,0,10,1,2,-16,-13,-3
CCC(C)(C)NC(=O)C(c1ccccc1Cl)N(Cc1cccnc1)C(=O)CCC(=O)Nc1cc(C)on1 (stereo not drawn),5,7,11,-2,26,4,7,-27,5,-15,1
COc1cc(C(=O)N/N=C/c2ccc3c(c2)c2ccccc2n3C)ccc1O,10,-18,2,-20,-12,-12,-6,21,23,-26,6
COC(=O)CNC(c1ccccc1)c1cc(Br)ccc1NS(=O)(=O)c1ccccc1 (stereo not drawn),-12,1,0,7,-13,7,-13,9,6,18,1
Cc1csc(=O)n1CC(=O)Nc1ccc(S(C)(=O)=O)cc1,2,-10,-18,-26,11,-7,-6,15,0,6,1
CCN1CCN(c2nc3c(c(=O)[nH]c(=O)n3C)n2Cc2cccc(C)c2)CC1,-15,15,16,-13,11,-3,12,9,-11,18,-3
CC(C)COC(=O)c1cc(-c2ccc(/C=N/n3cnnc3)o2)ccc1Cl,5,-12,-58,-13,-19,-25,-5,-6,8,1,-24
N#Cc1c(SCc2ccccc2)nc(N2CCOCC2)c2c1CCCC2,-10,31,-10,-1,10,-17,9,-2,-26,36,-8

# Laid out differently: 15 of the compounds above
# Second line of a record: TRAIL sens C8	Shn3 inh set2	TROY signal inh	SRC1 inh	TWEAK-Fn14 inh	LRH-1 inv ag	NR2F2 inh	NCOA3 inh	KKLEB cytotox	CF NFkB block	LMP1 NFkB inh
Cc1ccc(NC(=O)C2CCCN2S(=O)(=O)c2ccc(-c3ccc(=O)[nH]n3)s2)c(C)c1 (stereo not drawn)
→ -12	4	2	-3	-31	12	15	3	-7	13	9
CCC(C(=O)N1CCOCC1)n1c(C(=O)OC)cc2occc21 (stereo not drawn)
→ -4	-12	2	-15	5	1	4	-9	0	18	2
Cc1ccc(S(=O)(=O)NCCN2CCNC2=O)cc1
→ 6	0	14	-1	-6	1	-7	8	-4	-14	2
ClC1(Cl)CC1CSc1ncn[nH]1 (stereo not drawn)
→ -14	-5	-11	-8	-1	7	-2	3	4	10	-4
CC(C)Cn1c(SCC(=O)N2CCN(S(=O)(=O)c3ccccc3)CC2)nc2ccccc21
→ -19	20	12	3	37	17	9	16	7	4	1
CN(Cc1ccc(F)cc1)C(=O)c1cccc(S(=O)(=O)N2CCN(c3ccccc3)CC2)c1
→ 8	64	26	27	17	18	24	-5	-23	29	9
COCCN(C(=O)CSc1cc(C)c2ccccc2n1)c1c(N)n(CC(C)C)c(=O)[nH]c1=O
→ -14	-3	-9	-16	-11	8	6	5	14	-5	-1
CC(C)OCCCNS(=O)(=O)c1ccc2c(c1)oc(=O)n2C
→ 3	-6	2	-10	15	1	2	-8	-2	-5	-17
CC(C(=O)NCC1CCCCC1)N(C)Cc1ccc(Br)cc1 (stereo not drawn)
→ -5	1	-32	13	8	2	3	-5	-3	3	-5
CC(=O)Nc1ccc(SCCCC(=O)c2ccccc2)cc1
→ 10	-7	-34	-70	19	-17	-20	-29	2	-14	-19
CCCc1cc(C(=O)OC)c(NC(=O)CCC(=O)O)s1
→ -2	7	-1	-7	10	22	13	8	6	12	-3
COc1ccc(NC(=O)N2CCC(n3cnc4ccccc43)CC2)cc1
→ -6	-1	-11	-3	-43	8	-4	4	-7	16	-18
CCC1(C)NC(=O)N(/N=C/c2ccc(C)s2)C1=O (stereo not drawn)
→ -8	-41	-20	-17	-7	2	-17	-45	4	4	-15
CC(=O)n1cc(C2CC(=O)OC3=C2CC(=O)C(C)(C)C3)c2ccccc21 (stereo not drawn)
→ 4	-18	-1	-8	3	7	10	-3	15	-24	1
Brc1ccccc1-c1csnn1
→ -4	13	-6	5	-4	-3	-21	6	3	-9	2
